PolyA inh = inhibitors of polyadenylation in S. cerevisiae. S. cerevisiae SKY197-pL101 polyadenylation reporter, beta-gal luminescence; efflux-impaired pdr1/pdr3 knockout yeast; score 100 = 6 SD above DMSO. calls only at 12 µM. hit rate 0.02% among 300,000;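 active = lowest replicate activity score at least 50, where 100 means six control SD above control mean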;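 also: yeast exposed to compound for 9 h at 30 °C; higher score means more reporter readthrough which indicates perturbed polyadenylation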
MrgX1 allo act = allosterically activates human MrgX1 receptor signaling. Q96LB2. MrgX1-HEK293, Fluo-4 calcium flux, FDSS; stronger effect = higher value. B-score at 10 µM. hit rate 0.63% among 310,000. AID 588675;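 active = plate-corrected calcium response at least 3 library SD above typical, normal starting fluorescence, not activating the receptor alone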;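 also: compound read alongside a low EC10 to EC30 dose of BAM8-22 agonist; peak minus trough fluorescence over baseline measured at the second addition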
TRPC6 act = mouse TRPC6 channel activation; Q61143; HEK293-TRPC6 membrane potential dye fluorescence; stronger effect = higher value; B-score at 10 µM; hit rate 0.13% among 310,000;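 active = B-score of the integrated fluorescence ratio above library mean plus 3 SD, and starting fluorescence ratio within library mean plus 5 SD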;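 also: higher score means more depolarization so channel activation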
Target sequence (Q61143 whole entry, looked up): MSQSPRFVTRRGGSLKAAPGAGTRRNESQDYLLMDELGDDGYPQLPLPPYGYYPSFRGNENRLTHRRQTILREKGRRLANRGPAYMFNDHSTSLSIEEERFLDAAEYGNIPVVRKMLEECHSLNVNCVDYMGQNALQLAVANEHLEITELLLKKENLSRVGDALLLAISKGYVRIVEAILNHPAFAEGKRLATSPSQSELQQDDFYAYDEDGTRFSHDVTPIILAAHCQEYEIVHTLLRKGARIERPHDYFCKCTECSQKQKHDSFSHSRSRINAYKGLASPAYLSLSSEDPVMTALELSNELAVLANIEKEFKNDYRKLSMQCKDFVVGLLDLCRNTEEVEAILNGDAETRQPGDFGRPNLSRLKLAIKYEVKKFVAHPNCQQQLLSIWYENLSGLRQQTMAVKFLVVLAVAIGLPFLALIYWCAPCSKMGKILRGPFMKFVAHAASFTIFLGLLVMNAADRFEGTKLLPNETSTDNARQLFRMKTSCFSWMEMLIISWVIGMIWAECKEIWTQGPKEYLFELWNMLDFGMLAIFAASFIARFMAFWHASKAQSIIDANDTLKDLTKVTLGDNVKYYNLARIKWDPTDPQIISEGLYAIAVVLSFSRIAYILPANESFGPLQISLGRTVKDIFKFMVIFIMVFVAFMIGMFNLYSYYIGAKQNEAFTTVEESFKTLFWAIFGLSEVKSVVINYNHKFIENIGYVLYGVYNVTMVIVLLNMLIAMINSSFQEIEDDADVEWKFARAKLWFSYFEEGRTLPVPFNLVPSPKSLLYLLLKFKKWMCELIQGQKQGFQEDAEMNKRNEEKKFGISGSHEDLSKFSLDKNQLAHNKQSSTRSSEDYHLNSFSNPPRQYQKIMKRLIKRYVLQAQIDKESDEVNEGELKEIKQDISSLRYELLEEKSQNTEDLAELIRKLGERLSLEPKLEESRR
TRPC4 potent = TRPC4 (mouse) allosteric potentiation | Q9QUQ5 | HEK293 TRPC4beta/mu-opioid, DAMGO EC20, Fluo-4 Ca2+ flux; stronger effect = higher value | B-score at 10 µM | hit rate 0.42% among 310,000 | AID 2227;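 active = B-score of calcium response area above 5 SD of library B-scores, with initial fluorescence ratio within 5 SD of library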;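 also: B-score of integrated fluorescence ratio over time as area under calcium response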
HIF act = HIF pathway transcriptional activation. U2OS HRE-luciferase reporter, luminescence; normalized: DMSO 0%, desferrioxamine 100%. activation, % at 7.5 µM (by protocol). hit rate 0.32% among 300,000. AID 1910;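 active = mean activation of at least 10% of the iron chelator positive control signal, with at least half of replicates also reaching 10%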
MrgX1 antag = blocks BAM8-22 activation of human MrgX1 receptor | Q96LB2 | MRGX1-HEK293 calcium flux, Fluo-4, BAM8-22 antagonism; stronger effect = lower value | B-score at 10 µM | hit rate 1.3% among 310,000;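 active = calcium-response B-score plate-corrected more than 3 library SD below zero, starting fluorescence within 5 deviations, no agonist response on first addition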;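 also: peak minus trough fluorescence over baseline after final BAM8-22 challenge near maximal dose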
AI-2 QS modul = modulators of Vibrio harveyi AI-2 quorum sensing system | Vibrio harveyi JMH597 AI-2 luminescence/OD600 ratio, 9 h; stronger effect = lower value; strain lacks LuxN and CqsS sensors; 0 = neutral-control median | activity change, % at 7.5 µM | hit rate 0.4% among 300,000; in the data active = activity change below about -75%, passing the limit was not always enough;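 also: luminescence divided by OD600 gain over 9 h not by final OD600 alone; inactives centre near 13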
TRPC4 block = TRPC4 (mouse) channel inhibition; B-score at 10 µM; hit rate 0.39% among 300,000; HEK293 TRPC4beta/mu-opioid, DAMGO-evoked Fluo4 calcium flux; stronger effect = lower value; Q9QUQ5; AID 2247;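 active = B-score over 3 SD under the library average, no early fluorescence shift, positive overall ratio signal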
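material = TRPC4beta/mu-opioid receptor HEK293 cell line | probe or stimulus = sequential submaximal and maximal DAMGO stimulation | compound dosing = one concentration per compound | measured by = Fluo4 Ca2+ flux fluorescence | evaluation = integrated fluorescence ratio relative to baseline, converted to per-well B score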
MrgX1 agonist = human MrgX1 receptor agonism, primary screen; Q96LB2; MrgX1-HEK293 cells, Fluo-4 calcium fluorescence, agonist mode; stronger effect = higher value; B-score at 10 µM; hit rate 0.44% among 310,000;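 active = calcium response B-score plate-corrected fluorescence ratio at least 3 library SD, with starting fluorescence B-score inside 5 SD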
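Material: MrgX1-expressing HEK293 cells; input: 15,000 cells per well; doses: test compound given as first of three sequential additions; schedule: overnight plating before 1 h dye loading; technique: Fluo-4 NW calcium-flux fluorescence, kinetic read; evaluation: baseline-normalised fluorescence change ratio, B-scored; control set: plate-wise positive and negative controls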
TRPC4 act = activators of mouse TRPC4 channel | hit rate 0.49% among 310,000 | B-score at 10 µM | HEK293 TRPC4beta/mu-opioid, Fluo4 calcium fluorescence; stronger effect = higher value | AID 2237;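 active = B-score above 5 SD of library B-scores, and initial fluorescence ratio not above library mean plus 5 SD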;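 also: positive B-score marks a calcium rise read as TRPC4 activation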
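Assay system – TRPC4beta and mu-opioid receptor HEK293 stable cells · Measured by – Fluo4 fluorescence, kinetic · Schedule – dye loading 45 min room temperature, 110 s kinetic read · Read-out – B-scored integrated calcium fluorescence ratio · Controls – buffer and maximal DAMGO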
TRPC6 inh = inhibitors of mouse TRPC6 channel; Q61143; HEK293-TRPC6, membrane potential dye, ACh-evoked depolarization; stronger effect = lower value; B-score at 10 µM; hit rate 1.1% among 310,000; AID 2553;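 active = B-score under library mean minus 3 SD, initial fluorescence not abnormally high, positive integrated signal ratio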;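 also: B-score derived from integrated fluorescence ratio over the kinetic read; more negative B-score means stronger inhibition of depolarization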
* marks the source's active call; other numbers are inactive results; i = inactive; . = no result given. Only part of the results is shown; rates above refer to the full screens.

SMILES | PolyA inh | MrgX1 allo act | TRPC6 act | TRPC4 potent | HIF act | MrgX1 antag | AI-2 QS modul | TRPC4 block | MrgX1 agonist | TRPC4 act | TRPC6 inh
COCCNC(=O)C(c1ccc(C)cc1)N(C(=O)CCC(=O)Nc1ccccn1)C1CCCCC1 (stereo not given) | i | i | i | i | 0.2 | i | 12 | i | i | i | i
Cc1cc(C(=O)COC(=O)c2ccc(N)c([N+](=O)[O-])c2)c(C)n1-c1ccc2c(c1)OCO2 | i | i | i | i | 1.4 | i | 18 | i | i | i | i
CC1=NN(C(N)=S)C(=O)C1N=Nc1cccc(Cl)c1C (stereo not given) | i | 8.6* | i | i | 2.0 | i | 45 | i | i | i | i
O=C(O)CCS(=O)(=O)Cc1ccccc1F | i | i | i | i | -0.3 | i | 24 | i | i | i | i
COC(=O)C1=C(N)n2c(s/c(=C\c3cccnc3)c2=O)=C(C(=O)OC)C1c1cccnc1 (stereo not given) | i | . | i | i | -0.4 | . | 12 | i | . | i | i
COc1ccc(/C=N/N2C(=N)SCC2=O)cc1 | i | i | i | i | 0.8 | i | 0 | i | i | i | i
Cc1nc(SCC(=O)NC2CCCC2)c2c(C)c(C)sc2n1 | i | i | i | i | -0.4 | i | . | i | i | i | i
COc1cc(NC(=O)CSc2nc(=O)n(CCN3CCOCC3)c3c2CCC3)cc(OC)c1 | i | i | i | i | -0.3 | i | 18 | i | i | i | i
Cc1c(Cl)cccc1NC(=O)CCN1CCOCC1 | i | i | i | i | -0.7 | i | 6 | i | i | i | i
O=c1cc(O)c2sc(Nc3cccc(C(F)(F)F)c3)nc2[nH]1 | i | i | i | i | -0.3 | i | 13 | i | i | i | i
COc1cc(NC(=O)c2noc3c2CCC3)c(OC)cc1Cl | i | i | i | i | -0.7 | i | 41 | i | i | i | i
CCN(Cc1ccccc1)C(c1ccc(C(F)(F)F)cc1)c1nnnn1C(C)(C)C (stereo not given) | i | i | i | i | 0.2 | i | -14 | i | i | i | i
CC1(C)CC(=O)C2=C(C1)OC(N)=C(C#N)C2Cc1ccccc1 (stereo not given) | i | i | i | i | -0.1 | i | 15 | i | i | i | i
Cc1ccc(S(=O)(=O)N2CCOCC2)cc1C(=O)Nc1nc(-c2cccnc2)cs1 | i | i | i | i | 1.7 | -13* | 16 | i | i | i | i
CCCc1c(O)nc(SCC(=O)N2CCCCC2)[nH]c1=O | i | i | i | i | -35 | i | 4 | i | i | i | i
O=C(/C=C/c1ccc([N+](=O)[O-])cc1)Nc1cccnc1 | i | i | i | i | -17 | i | 14 | i | i | i | i
Cc1cccc(N2C(=O)c3ccccc3C2=O)n1 | i | i | i | i | -13 | i | 16 | i | i | i | i
COc1ccc(C(=O)OCC(=O)NC2CC2)cc1S(=O)(=O)N(C)Cc1ccccc1 | i | i | i | i | -0.4 | i | 12 | i | i | i | i
N#Cc1ccccc1OCC(=O)NCC1(N2CCCCC2)CCCCC1 | i | i | i | i | -0.5 | i | 12 | i | i | i | i
CN1CCN(c2ccccc2NC(=O)c2ccc(F)cc2)CC1 | i | i | i | i | . | i | 11 | i | i | i | i
Cc1ccc(C)c(S(=O)(=O)N2CCCCC2CCNC(=O)C(=O)NCc2cccnc2)c1 (stereo not given) | i | i | i | i | -0.4 | i | -5 | i | i | i | i
O=C(Cn1cnc([N+](=O)[O-])n1)c1ccc(O)c(O)c1 | i | i | i | i | 1.3 | i | -5 | i | i | i | i
CCOC(=O)c1sc2nc(N3CCOCC3)c3c(c2c1N)CCN(C)C3 | i | . | i | i | -0.2 | . | 17 | i | . | i | -7*
COc1nc(-c2ccccc2Cl)ccc1C#N | i | i | i | i | -0.2 | i | -18 | -6* | i | i | i
CCOc1cc(S(=O)(=O)NCc2cccs2)ccc1Cl | i | i | i | i | 0.3 | i | 3 | i | i | i | i
O=C(NCc1ccco1)C(Cc1ccccc1)N1C(=O)c2ccccc2C1=O (stereo not given) | i | i | i | i | 0.0 | i | 7 | i | i | i | i
Cc1coc2cc3oc(=O)c(CCC(=O)NCCCN4CCOCC4)c(C)c3cc12 | i | i | i | i | 0.1 | i | 5 | i | i | i | i
COc1ccccc1CNC(=O)COc1ccccc1C | i | i | i | i | -28 | i | -18 | i | i | i | i
CN(C)c1oc(-c2ccccc2Cl)nc1P(=O)(c1ccccc1)c1ccccc1 | i | i | i | i | -0.1 | i | 16 | i | i | i | i
Cc1cc(C)c(Cn2c(=O)n(CCCC(=O)NCc3ccco3)c(=O)c3sccc32)c(C)c1 | i | i | i | i | 0.2 | i | 8 | i | i | i | i
O=C1OC(c2ccccc2)C2(CCCC2)C(=O)C12CCCC2 (stereo not given) | i | i | i | i | -0.3 | i | 10 | i | i | i | i
CC(NC(=O)c1ccc([N+](=O)[O-])cc1Cl)C1CC2CCC1C2 (stereo not given) | i | i | i | i | 0.8 | i | 33 | i | i | i | i
NNC(=O)c1ccc2c(c1)S(=O)(=O)NNC2=O | i | i | i | i | -0.7 | i | 20 | i | i | i | i
O=C(CSc1ncn[nH]1)Nc1ccc(Cl)c(Cl)c1 | i | i | i | i | -0.1 | i | 29 | i | i | i | i
COc1cc(-c2cc(N)n(S(=O)(=O)c3ccc(F)cc3)n2)cc(OC)c1OC | i | i | i | i | -0.3 | i | 13 | i | i | i | i
O=C(NC(Cc1c[nH]c2ccccc12)C(=O)NCCCN1CCOCC1)c1cccs1 (stereo not given) | i | i | i | i | -0.1 | i | 8 | i | i | i | i
COc1cc(NC(=O)c2cnc(N)o2)cc(C(=O)Nc2cccc(C(F)(F)F)c2)c1 | i | i | i | i | 0.5 | i | 22 | i | i | i | i
CC(=O)Nc1ccc(-c2csc(NC(=O)c3ccc(C)o3)n2)cc1 | i | i | i | i | 0.7 | i | 17 | i | i | i | i
CCN(CC)CCN(C(=O)/C=C/c1cccs1)c1nc2ccc(Cl)cc2s1 | i | i | i | i | -0.3 | i | 12 | i | i | i | i
On1nnc2c3ccccc3c3ccccc3c21 | i | i | i | i | -0.1 | i | 1 | i | i | i | i
O=C(Nc1ccc(-c2nc3ccccc3s2)c(OC(=O)c2ccccc2)c1)c1ccccc1 | i | i | i | i | 3.9 | -4.8* | 14 | i | i | i | i
CN(Cc1c(C(=O)N2CCc3ccccc3C2)nc2ccc(Cl)cn12)C(C1CC1)C1CC1 | i | i | i | i | -0.7 | i | 15 | i | i | i | i
CCSc1nc(-c2cccs2)nc2ccccc12 | i | i | i | i | 0.2 | i | 8 | i | i | i | i
NS(=O)(=O)c1ccc(CNC(=O)CSc2nc3ccc(Cl)cc3[nH]2)cc1 | i | i | i | i | -0.5 | i | -3 | i | i | i | i
CCn1cc(CNC(=O)CCSc2nc(-c3ccco3)cc(C(F)(F)F)n2)cn1 | i | i | i | i | 2.7 | i | -2 | i | i | i | i
O=C(CN1C(=O)CCSc2ccc(S(=O)(=O)N3CCOCC3)cc21)Nc1ccccc1Cl | i | i | i | i | 0.1 | i | 23 | i | i | i | i
COc1ccc(/C=C/C(=O)NC(=S)NNC(=O)c2cc(OC)c(OC)c(OC)c2)cc1 | i | i | i | i | 1.0 | i | 25 | i | i | i | i
CSCCC(NS(=O)(=O)c1ccc2c(c1)oc(=O)n2C)C(=O)NCc1ccc(C)cc1 (stereo not given) | i | i | i | i | -0.1 | i | 8 | i | i | i | i
CCN(CC)S(=O)(=O)c1ccc(OC)c(NS(=O)(=O)Cc2ccccc2)c1 | i | i | i | i | -0.8 | i | 8 | i | i | i | i
Cc1cc(NC(=O)CSc2nc3c(sc4ccccc43)c(=O)n2CCc2ccccc2)n[nH]1 | i | i | i | i | -1.3 | i | 8 | i | i | i | i
O=C(Nc1cccc(C(=O)Nc2ccc(Br)cc2)c1)c1ccccc1 | i | i | i | i | 1.6 | i | 12 | i | i | i | i
O=C(CN1CCN(c2ccccc2Cl)CC1)NC1CCCc2ccccc21 (stereo not given) | . | i | i | i | -0.6 | i | 7 | i | i | i | i
CCOc1ccc(NC(=O)CN(c2ccc(OC)c(OC)c2)S(=O)(=O)c2ccc(C)cc2)cc1 | i | i | i | i | -0.1 | i | 19 | i | i | i | i
O=S(=O)(/N=C/c1c(O)ccc2ccccc12)c1cccs1 | i | i | i | i | -0.5 | i | 24 | i | i | i | i
C=CCn1c(SCC(=O)Nc2ccc3c(c2)CCC3)nnc1-c1cccs1 | i | i | i | i | 0.9 | i | -49 | i | i | i | i
COc1ccc(C(=O)NC(=S)Nc2ccc(CN3CCOCC3)cc2)cc1Br | i | i | i | i | 0.3 | i | 1 | i | i | i | i
COCCCNc1nc(N)c([N+](=O)[O-])c(Nc2ccccc2OC)n1 | i | i | i | i | -0.5 | i | 11 | i | i | i | i
O=C(Nc1ccc(F)cc1)c1cccc(N2C(=O)C3C4C=CC(C5CC45)C3C2=O)c1 (stereo not given) | i | i | i | i | -0.2 | i | 31 | i | i | i | i
COCCNC(=O)c1cccc(OC2CCN(C(C)COc3ccccc3)CC2)c1 (stereo not given) | i | i | i | i | -0.1 | i | 17 | i | 32* | i | i
CCc1ccc2c(c1)[C@H]1OCC[C@H]1[C@@H](c1cccs1)N2 | i | 9.5* | i | i | 1.9 | i | 18 | i | i | i | i
C=CCNC(=O)/C(C#N)=C/c1c(N2CCN(c3ccccc3)CC2)nc2c(C)cccn2c1=O | i | i | i | i | 0.5 | i | 14 | i | i | i | i
COc1ccc(Cl)cc1C(=O)OCC(=O)N(CC(C)C)c1c(N)n(Cc2ccccc2)c(=O)[nH]c1=O | i | i | i | i | -0.4 | i | 11 | i | i | i | i

Screens: PubChem BioAssay, several laboratories
